From PubChem BioAssay
TrxR1 inh: rat TrxR1 inhibition; recombinant rTrxR1, NADPH fluorescence consumption, selenite substrate; Potency, µM (series often up to 114 µM), for inactives: at the top dose activity change, negative = inhibition, usual class: inhibitors; hit rate 1% among 390,000; AID 588453; further: potency means the concentration at half of the fitted maximal effect; on the % scale 0 is the no-effect control and ±100 the full control effect; nearly all actives have a fitted effect of over 65% in size
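Rat TrxR1 (90 nM in the dispensed reagent) was pre-reduced with 400 uM NADPH for 5 min at room temperature, then incubated with compound for 15 min. After 400 uM selenite was added, NADPH fluorescence (Ex 340/Em 450 nm) was followed for 8 min.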
mIDH1 inhibitor: inhibitors of human mutant IDH1 R132H | O75874 | IDH1-R132H enzyme, NADPH consumption, diaphorase/resazurin fluorescence | hit rate 0.093% among 390,000 | AID 602179 | Potency, µM (top dose mostly 76.6 µM), for inactives: top-dose activity change, negative = inhibition, most hits filed as inhibitors; further: potency means the concentration at half of the fitted maximal effect; on the % scale 0 is the no-effect control and ±100 the full control effect; nearly all actives have a fitted effect of over 65% in size
Target sequence (O75874 whole entry R132H, stated change not applied): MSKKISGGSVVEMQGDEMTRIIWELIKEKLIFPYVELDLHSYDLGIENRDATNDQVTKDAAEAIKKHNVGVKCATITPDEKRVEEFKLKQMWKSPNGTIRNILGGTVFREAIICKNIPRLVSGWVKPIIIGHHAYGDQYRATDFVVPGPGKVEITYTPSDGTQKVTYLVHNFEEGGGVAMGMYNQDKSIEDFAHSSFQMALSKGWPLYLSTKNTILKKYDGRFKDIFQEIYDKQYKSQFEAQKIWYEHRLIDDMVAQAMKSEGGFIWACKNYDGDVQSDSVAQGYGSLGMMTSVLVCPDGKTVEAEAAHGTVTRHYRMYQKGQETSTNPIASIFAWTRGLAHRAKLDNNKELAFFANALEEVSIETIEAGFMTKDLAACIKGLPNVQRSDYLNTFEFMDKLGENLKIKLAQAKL
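IDH1-R132H (0.5 ug/mL dispensed) in pH 7.5 Tris buffer was preincubated 30 min with compound, then given a substrate mix of 0.016 mM NADPH and 2 mM alpha-KG for 80 min at room temperature; remaining NADPH was read by diaphorase/resazurin fluorescence.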
Tb PGK inh: inhibitors of T. brucei phosphoglycerate kinase; P07378; hit rate 0.043% among 380,000; AID 602233; PGK/GAPDH coupled, Kinase-Glo luminescence, 60 min; Potency, µM (top dose mostly 57.5 µM), without a hit: at the highest dose activity change, negative = inhibition, hits mostly inhibitors; further: potency means the concentration at half of the fitted maximal effect; on the % scale 0 is the no-effect control and ±100 the full control effect; nearly all actives have a fitted effect of over 60% in size
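Luminescent ATP detection (Kinase-Glo Plus) follows a 60-minute room-temperature incubation, with wells lacking PGK as controls. Buffer: 100 mM TEA (pH 7.6), 5 mM MgCl2, 0.01% Tween-20. Coupling enzyme GAPDH (100 nM final) supplies unstable 1,3-BPG in-well.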
GLS inh: inhibitors of human glutaminase (GLS) | O94925 | GLS enzymatic activity, qHTS titration | Potency, µM (top dose mostly 45.5 µM), inactives show top-dose activity change, negative = inhibition, usual class: inhibitors | hit rate 0.21% among 410,000; further: potency means the concentration at half of the fitted maximal effect; on the % scale 0 is the no-effect control and ±100 the full control effect
Target sequence (O94925 whole entry, looked up): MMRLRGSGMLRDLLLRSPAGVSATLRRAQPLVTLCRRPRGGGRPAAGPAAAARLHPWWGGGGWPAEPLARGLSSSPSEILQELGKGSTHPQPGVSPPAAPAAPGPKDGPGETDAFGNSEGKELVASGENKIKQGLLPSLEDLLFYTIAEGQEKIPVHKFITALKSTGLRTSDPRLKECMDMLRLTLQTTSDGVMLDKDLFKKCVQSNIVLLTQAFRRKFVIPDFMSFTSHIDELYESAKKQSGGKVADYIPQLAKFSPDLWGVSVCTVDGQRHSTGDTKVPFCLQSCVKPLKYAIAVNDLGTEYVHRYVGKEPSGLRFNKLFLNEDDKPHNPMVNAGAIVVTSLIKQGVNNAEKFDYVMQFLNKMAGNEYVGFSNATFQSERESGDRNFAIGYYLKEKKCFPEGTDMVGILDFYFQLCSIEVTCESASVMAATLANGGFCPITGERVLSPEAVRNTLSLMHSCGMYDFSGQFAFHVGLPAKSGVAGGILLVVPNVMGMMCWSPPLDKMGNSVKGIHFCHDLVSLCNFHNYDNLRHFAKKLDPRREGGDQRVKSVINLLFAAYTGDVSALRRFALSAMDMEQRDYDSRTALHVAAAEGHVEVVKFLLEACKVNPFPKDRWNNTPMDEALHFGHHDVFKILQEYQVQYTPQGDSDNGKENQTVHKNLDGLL
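hKGA in 45 mM KH2PO4 pH 8.2, 0.02% Tween-20 with pin-transferred compounds; 1 mM L-glutamine (stock) plus glutamate oxidase/HRP/Amplex Red coupling added. Fluorescence read initially and after 30 min at RT.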
TrxR1 substrate: rat thioredoxin reductase 1 substrate activity; O89049; purified TrxR1 substrate turnover, NADPH consumption readout; Potency, µM (series often up to 114 µM), inactives show top-dose activity change, negative = substrate turnover; hit rate 0.01% among 390,000; AID 588456; further: potency means the concentration at half of the fitted maximal effect; on the % scale 0 is the no-effect control and ±100 the full control effect; nearly all actives have a fitted effect of over 50% in size
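Rat TrxR1, dispensed at 90 nM, was prereduced with 400 uM NADPH (final) for 5 min at ~22 deg C, then incubated with compound 15 min before 400 uM selenite. A first-read NADPH fluorescence drop versus no-compound background flagged substrates.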
PI4K2A inh: PI4K2A (human) kinase inhibition. Q9BTU6. purified PI4K2A, ADP-Glo luminescence, 1 h; hits give low values. activity change, negative = inhibition, % at 76.9 µM. hit rate 0.13% among 420,000. AID 1346378; in the data active means activity change below about -50%; inconclusive means mostly about -30% to -49%;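 further: -100% = wells without enzyme as full effect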
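PI4K2A activity was measured by ADP-Glo luminescence: enzyme (4 ug/mL stock) and phosphatidylinositol (1.2 mM stock) in Tris pH 7.5/MgCl2/EGTA/Triton X-100 buffer were reacted with ATP (300 microM stock) for one hour at ambient temperature.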
Pin1 inhibitor: human Pin1 inhibition; Pin1 FP peptide displacement, HiFluor488, 10 min; Potency, µM (highest dose often 115 µM), for the others: top-dose activity, negative = inhibition, most hits filed as inhibitors; hit rate 0.009% among 390,000; AID 504891; active means well fitted inhibition curve with a large enough effect in the polarisation, with a control signal flat, not every such curve was filed as active; inconclusive means small, poorly fitted or top-dose-only effect, or effect the other way, or a change in a side signal; inactive means no such curve, though single readings can be large or run the other way; the % refers to the polarisation; further: potency means the concentration at half of the fitted maximal effect; on the % scale 0 is the no-effect control and ±100 the full control effect
USP1 inh: blocks the human USP1/UAF1 deubiquitinase complex. Potency, µM (top dose mostly 57.1 µM), inactives show at the highest dose activity change, negative = inhibition, usual class: inhibitors. O94782. recombinant USP1/UAF1, Ub-Rhodamine cleavage fluorescence. hit rate 0.23% among 390,000; further: potency means the concentration at half of the fitted maximal effect; on the % scale 0 is the no-effect control and ±100 the full control effect; nearly all actives have a fitted effect of over 60% in size; inactives centre near -12
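USP1/UAF1 complex (1 nM) preincubated 15 min at room temperature with compound, then Ub-Rho substrate (150 nM final) added. Kinetic fluorescence at 480/540 nm over 6 reads at 60 s intervals; 50 mM HEPES pH 7.8, 0.5 mM EDTA, 0.1 mg/ml BSA, 1 mM TCEP, 0.01% Tween-20.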
HP1b chromo inh: blocks HP1-beta chromodomain binding to methylated histone tails; P83916; AlphaScreen HP1-beta / biotin-H3K9me3 peptide binding; Potency, µM (doses to about 114 µM), inactives show at the highest dose activity change, negative = inhibition, actives largely listed as inhibitors; hit rate 0.56% among 390,000; further: potency means the concentration at half of the fitted maximal effect; nearly all actives have a fitted effect of over 70% in size; inactives centre near 23
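HP1-beta protein (50 nM final) preincubated 30 min at room temperature with biotinylated H3(1-18)K9me3 peptide (50 nM) in PBS pH 7.4, 0.01% Tween-20, then compound added for 30 min. AlphaScreen streptavidin donor/nickel chelate acceptor beads (10 ug/mL final), 30 min dark, luminescence read.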
An asterisk follows results filed as active; i = inactive; ? = inconclusive; · = no result given; & = joins results of further samples; [ ] = dose if it differs, or a comment. Unless noted, the call rests on the fitted dose curve; in most records, active means well fitted curve in the direction sought with a large enough effect; inconclusive means small, poorly fitted or top-dose-only effect, or another doubt; inactive means no such curve, though single readings can be large; an effect the other way counts as inactive or inconclusive.

Values run as follows: TrxR1 inh, mIDH1 inhibitor, Tb PGK inh, GLS inh, TrxR1 substrate, PI4K2A inh, Pin1 inhibitor, USP1 inh, HP1b chromo inh
Cc1ccc2nc(-c3ccc(N)cc3)sc2c1
  ?, 10%, i, 13%, 380%[activator], -13, -1%, -12%, 38%
CCC1(c2ccccc2)NC(=O)N(CC(=O)Nc2cc(Cl)ccc2N2CCOCC2)C1=O (centres undefined)
  -4%, 9%, i, 3%, -11%, -4, 6%, -20%, 17%
CC(=O)c1cccc(N=c2scc(-c3ccc(S(=O)(=O)N4CCOCC4)cc3)n2CCO)c1
  6%, 6%, i, 3%, 1%, -5, -2%, -10%, ?
CCc1cc2c(=O)c(-c3nc4ccccc4[nH]3)coc2c(CN2CCCCC2)c1O
  2%, 4%, -8%, 8%, -4%, 6, -1%, -19%, 62%[activator]
O=C(O)c1cccc(-c2noc(-c3cccc(Cl)c3)n2)c1
  18%, ·, -2%, -4%, 7%, 4, 2%&1%, ·, 32%
CCOC(=O)CSCC(=O)Nc1cc(C)ccc1C
  25%, 5%, -5%, -1%, -4%, -2, 10%, -13%, 34%
COc1cc(C2C3CN(C)CC=C3C(C#N)=C(N)C2(C#N)C#N)ccc1OC(C)C (centres undefined)
  ?, ?, -1%, 27%, 0%, -9, ?, ?, 42%[activator]
CCCc1nc(SC)[nH]c(=O)c1C
  33%, 3%, -5%, 2%, 7%, 1, -11%, -8%, 28%
CCS(=O)(=O)N1CCCC(C(=O)NCCCN2CCCC2=O)C1 (centres undefined)
  1%[57.1 µM], 3%, -6%, -5%, -1%[57.1 µM], -6, -7%, -13%, 35%
COc1ccc(CCNC(=O)c2ccc(Cn3c(=O)c4ccccc4n(Cc4ccc(F)cc4Cl)c3=O)cc2)cc1OC
  19%, -7%, -4%, 5%, 3%, -6, 1%, -33%, 30%
Cc1ccsc1/C=N/NC(=O)Cc1ccc([N+](=O)[O-])cc1
  27%[11.4 µM], 8%, 5%, 0%, 15%[11.4 µM], 4, -10%, -21%, 35%
Cc1ccc2oc(-c3cccc(NC(=O)Cc4ccc(Cl)cc4)c3)nc2c1
  73%[activator], -4%, 5%, -2%, 0%, -1, 0%, -26%, 35%
Cc1cc(=O)[nH]c(SC(C)C(=O)Nc2cccc3ccccc23)n1 (centres undefined)
  16%, -1%, -3%, -9%, -2%, -4, 0%, 3%, 7%
CCOc1cccc(-n2nnnc2-c2ccc(OC)cc2)c1
  16%, 8%, 3%, -1%, 6%, -3, ?, -18%, 76%[activator]
Cc1cc(O)c(CN2CCN(c3ccccc3)CC2)c2oc(=O)cc(C)c12
  37%[activator], ·, ·, -8%, 491%[activator], -3, 3%, -28%, 12%

Complete entries as entered above.
CCc1cc2c(=O)c(-c3nc4ccccc4[nH]3)coc2c(CN2CCCCC2)c1O across the screens: TrxR1 inh: 2%; mIDH1 inhibitor: 4%; Tb PGK inh: -8%; GLS inh: 8%; TrxR1 substrate: -4%; PI4K2A inh: 6; Pin1 inhibitor: -1%; USP1 inh: -19%; HP1b chromo inh: 62%[activator]
COc1cc(C2C3CN(C)CC=C3C(C#N)=C(N)C2(C#N)C#N)ccc1OC(C)C (centres undefined) across the screens: TrxR1 inh: ?; mIDH1 inhibitor: ?; Tb PGK inh: -1%; GLS inh: 27%; TrxR1 substrate: 0%; PI4K2A inh: -9; Pin1 inhibitor: ?; USP1 inh: ?; HP1b chromo inh: 42%[activator]
O=C(O)c1cccc(-c2noc(-c3cccc(Cl)c3)n2)c1 across the screens: TrxR1 inh: 18%; mIDH1 inhibitor: ·; Tb PGK inh: -2%; GLS inh: -4%; TrxR1 substrate: 7%; PI4K2A inh: 4; Pin1 inhibitor: 2%&1%; USP1 inh: ·; HP1b chromo inh: 32%

More compounds follow.
Values run as follows: TrxR1 inh, mIDH1 inhibitor, Tb PGK inh, GLS inh, TrxR1 substrate, PI4K2A inh, Pin1 inhibitor, USP1 inh, HP1b chromo inh
O=C(NCCc1nc2ccccc2[nH]1)/C(=C/c1ccc2c(c1)OCO2)NC(=O)c1ccccc1Cl
  12%, 0%, 0%, 7%, 3%, 3, -5%, -20%, 37%
Cn1cccc1/C=N/NC(=O)CSc1nc2ccccc2[nH]1
  -3%[57.1 µM], 11%, 9%, -4%, 0%[57.1 µM], -2, -1%, 1%, -15%
O=C(O)c1cnn(-c2nc(-c3cccc([N+](=O)[O-])c3)cs2)c1C(F)(F)F
  10%, 0%, -6%, 9%, 5%, 11, 0%, -10%, 25%
O=C(c1cc(-c2ccc(Br)cc2)n[nH]1)N1CCN(S(=O)(=O)c2ccc(Br)s2)CC1
  10%, -4%, 9%, 4%, -3%, -3, 7%, -1%, 25%
Cc1ccc(CS(=O)(=O)Cc2ccc(C(=O)NCc3ccco3)o2)cc1
  15%, 1%, ·, 0%, 10%, 1, ?, 2%, 12%
COc1ccccc1NCCC#N
  5%, 2%, -5%, 46%[activator], 1%, -1, -8%, 7%, 16%
Cc1ccc(S(=O)(=O)NCCN=C(CN2CCCC2)NS(=O)(=O)c2ccc(C)cc2)cc1
  -5%[57.1 µM], 3%, -2%, -13%, -2%[57.1 µM], -2, 6%, -17%, 8%
O=C(Cn1c(CN2CCCCC2)nc2ccccc2c1=O)NC1CCCCC1
  13%[57.1 µM], -1%, 1%, 11%, 5%[57.1 µM], -5, 1%, -10%, 11%
Cc1ccc(C(CC(=O)Nc2ccc(F)c(Cl)c2)N2Cc3ccccc3C2=O)cc1 (centres undefined)
  28%, -10%, -4%, -2%, 5%, -5, -8%, -29%, 36%
COc1ccc2c(c1)CCC/C2=N/OC(=O)c1ccccc1OC
  0%, -1%, 5%, 5%, -8%, -5, 2%, 0%, 38%
CCc1ccc(C(=O)c2cn(CC(=O)Nc3ccc(F)cc3)c3ccc(F)cc3c2=O)cc1
  9%, -9%, -10%, -2%, -4%, 1, 21%, -13%, 26%
Cc1cc(C(F)F)nn1CC(=O)NCc1ccccc1F
  1%, 6%, -1%, 2%, -4%, 1, 4%, 3%, 57%[activator]
O=C(O)COc1ccccc1/C=N/NC(=O)CN1CCN(S(=O)(=O)c2ccc(Br)cc2)CC1
  -23%, 4%, -1%, 0%, -11%, -4, -6%, -17%, 35%
COc1ccc(C(=O)N(Cc2ccccc2)Cc2cc3cc4c(cc3[nH]c2=O)OCCO4)cc1
  21%, -2%, -7%, -1%, 21%, -1, 6%, -7%, 13%
COc1cc(N)c(Cc2nccc3cc(OC)c(OC)cc23)cc1OC
  6%, 11%, 2%, -9%, 3%, -16, 1%, ?, 3%
COC(=O)C1CCN(c2cc(=O)n(C3CCCCC3)c(=O)[nH]2)CC1
  -15%, 1%, -7%, 8%, 3%, -5, -9%, -12%, 50%[activator]
CCOC(=O)c1c(NC(=O)CSc2nnc(-c3ccccc3C)n2C)sc(C(C)=O)c1C
  -17%, -8%, -3%, 4%, -9%, 2, 65%[activator], -18%, -17%
O=C(CSc1nc(=O)n(CCN2CCOCC2)c2c1CCCC2)Nc1ccc([N+](=O)[O-])cc1
  5%[57.1 µM], 7%, -1%, -15%, 0%[57.1 µM], -8, -13%, -18%, 25%
C=CCC[C@H](Cc1ccc(F)cc1)C(=O)OC[C@H](C)NC(=O)[C@H](CC=C)CC(=O)NCCO
  29%, 6%, -7%, 4%, 12%, -2, -19%, ?, 36%
Cc1ccc(C(=O)N2CC(=O)Nc3ccc(C)cc3C2c2ccccc2)cc1 (centres undefined)
  -10%, -1%, 6%, 5%, -6%, -1, -6%, -6%, 10%
Cc1ccc(NC(=O)c2nc(S(=O)(=O)Cc3ccccc3C)ncc2Cl)cc1C
  32µM*, 4%, -2%, 0%, 1%, 10, 76%[activator], -18%, -24%[57 µM]
Cn1c(=O)c2cc(S(=O)(=O)NC(Cc3ccccc3)C(=O)NCC3CCCO3)ccc2n(C)c1=O (centres undefined)
  14%, 4%, -4%, 0%, 6%, -1, -1%, -15%, 30%
Cc1cccc[n+]1CC(=O)c1ccccc1
  5%[57.1 µM], 3%, -6%, -4%, 7%[57.1 µM], 0, -10%, -17%, 19%
O=C(COC(=O)c1ccc(Cl)nc1)Nc1c(Cl)cccc1C(F)(F)F
  36%[57.1 µM], 7%, -3%, 11%, 10%, -6, -5%, -6%, 10%
O=C(CNC(=O)C12CC3CC(CC(C3)C1)C2)NC1=NCCS1
  16%, -1%, ·, 0%, 10%, 2, ?, -11%, 10%
O=C(Nc1ccc2c(c1)OCO2)c1nn(-c2ccccc2)c(=O)c2ccccc12
  -3%, 3%, -12%, -8%, -8%, -1, -2%, -21%, 20%
COc1ccccc1C(=O)NC1CC2CCC(C1)N2Cc1ccccc1 (centres undefined)
  19%, 0%, -7%, -2%, 2%, 1, 1%, -20%, 38%[activator]
Cc1ccc(C(=O)CSc2nc3ccccc3c(=O)[nH]2)cc1C
  11%, 11%, 0%, 3%, 4%, 2, 2%, -18%, -16%
COc1ccc(C)cc1N(C(=O)c1snc(C(N)=O)c1N)C(C(=O)NC1CCCCC1)c1ccc(C)o1 (centres undefined)
  7%, ?, -2%, -1%, 12%, 2, -2%, -15%, -21%

These rows are one share of the data. The share of hits here may be higher or lower than overall.
